From PubChem
CAL PDZ FP: human CAL PDZ-peptide interaction inhibition; inhibition, % at 20 µM; AID 504414; purified CAL PDZ, TMR-peptide fluorescence polarization, 1 h; hit rate 0.02% among 330,000; Q9HD26;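 active = highest replicate inhibition of at least 40%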;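 also: plate controls were DMSO neutral control wells for no effect and unlabeled competitor peptide control wells for full effect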
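material = purified tagged CAL PDZ domain construct (CerCALP) | compound dosing = 20 µM, one dose | times = 1 h at RT | measured by = fluorescence polarization from S- and P-plane intensities, G-factor corrected | read-out = inhibition from polarization loss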
Wnt act: activators of Wnt/beta-catenin signaling; activation, % at 9.35 µM; AID 743398; hit rate 1.2% among 300,000; Wnt/beta-catenin reporter cell assay, activator, plate reader; in the data active = activation above about 30%, passing the limit was not always enough; inconclusive = no clear call, values can overlap the other calls;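 also: 0% = neutral control wells and 100% = positive control wells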
DAGLB inhibitor: blocks human DAGLB lipase activity; HEK293T DAGLB membrane lysate, EnzChek fluorogenic substrate; inhibition, % at 5.17 µM; hit rate 0.059% among 340,000; in the data active = inhibition above about 34%;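 also: 0% = enzyme with vehicle and 100% = wells lacking enzyme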
Target sequence (Q8NCG7 whole entry, looked up): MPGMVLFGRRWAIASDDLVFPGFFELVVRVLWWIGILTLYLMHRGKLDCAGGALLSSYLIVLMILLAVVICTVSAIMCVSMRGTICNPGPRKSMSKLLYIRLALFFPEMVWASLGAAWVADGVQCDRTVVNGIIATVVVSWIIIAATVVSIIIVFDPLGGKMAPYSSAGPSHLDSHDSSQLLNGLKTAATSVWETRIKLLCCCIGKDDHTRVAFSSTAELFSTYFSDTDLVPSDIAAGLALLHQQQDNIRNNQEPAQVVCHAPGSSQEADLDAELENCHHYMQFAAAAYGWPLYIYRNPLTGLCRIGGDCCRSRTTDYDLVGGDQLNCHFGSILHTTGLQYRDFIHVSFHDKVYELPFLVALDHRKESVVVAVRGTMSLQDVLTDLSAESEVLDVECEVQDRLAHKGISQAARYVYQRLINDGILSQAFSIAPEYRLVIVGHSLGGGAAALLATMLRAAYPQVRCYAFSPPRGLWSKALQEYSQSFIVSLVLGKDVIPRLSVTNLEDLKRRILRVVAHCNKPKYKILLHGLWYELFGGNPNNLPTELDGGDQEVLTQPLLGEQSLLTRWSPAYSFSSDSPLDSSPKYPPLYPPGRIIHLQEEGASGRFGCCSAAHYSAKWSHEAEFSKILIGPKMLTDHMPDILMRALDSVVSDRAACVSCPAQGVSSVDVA
Rtt109 HAT inh: inhibitors of Candida albicans Rtt109/Vps75 histone acetyltransferase | hit rate 0.16% among 330,000 | inhibition, % at 34.9 µM | Q5AAJ8 | AID 540336 | purified Rtt109/Vps75, ThioGlo CoA-SH fluorescence, 4 h;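 active = inhibition of at least 50% in every replicate; inconclusive = best replicate reaches 50% inhibition but some replicates fall short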
Ecoli viability: counter-screen for AddAB inhibitors: E. coli growth inhibition; E. coli V3065 growth, OD600 absorbance, 18 h; inhibition, % at 11.9 µM; hit rate 0.27% among 330,000; AID 449728;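 active = inhibition above the campaign's mean inhibition across all tested compounds plus 3 SD, cut at about 9.9% in these data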;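 also: uninfected addAB+ strain grown without phage in ampicillin broth; 0% = DMSO wells and 100% = ciprofloxacin 0.95 µg/ml wells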
AddAB inh: less growth of phage-infected E. coli with AddAB | E. coli expressing H. pylori AddAB, absorbance growth | inhibition, % at 11.9 µM | hit rate 0.29% among 330,000; in the data active = inhibition above about 12%;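 also: 0% = vehicle wells of infected cells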
phage Ecoli inh: E. coli growth loss with phage present | growth absorbance | inhibition, % at 11.9 µM | hit rate 0.26% among 360,000 | AID 651602; in the data active = inhibition above about 11%
PfHsp90 yeast 2: inhibits growth of yeast expressing Plasmodium falciparum Hsp90. S. cerevisiae expressing PfHsp90, BacTiter-Glo ATP, 48 h; yeast lacking PDR1 and PDR3 efflux regulators. hit rate 0.32% among 310,000. inhibition, % at 9.4 µM;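 active = every replicate shows inhibition above about 80%, whatever the replicate mean, limit read from the data; inconclusive = mean inhibition reaches the set limit but some replicate falls short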;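 also: 0% = DMSO neutral controls and 100% = 20 µM radicicol positive controls; yeast relying on Plasmodium falciparum Hsp90 in place of its own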
PvdQ inh: P. aeruginosa PvdQ acylase inhibition. purified PvdQ acylase, fluorescence plate reader. inhibition, % at 10 µM. hit rate 0.063% among 340,000; in the data active = inhibition above about 30%, passing the limit was not always enough; inconclusive = no clear call, values can overlap the other calls;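 also: 0% = vehicle neutral wells and 100% = reference inhibitor wells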
Tat export inh: inhibitors of E. coli Tat protein transport | E. coli MC4100 TorA-mCherry Tat export, fluorescence | inhibition, % at 10 µM | hit rate 0.036% among 340,000;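 active = mean replicate inhibition at least 50% and at least half of replicates individually reaching 50%; inconclusive = only one of the two criteria met; inactive = neither criterion met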;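 also: exported cargo escapes ClpAP degradation while cytoplasmic cargo is degraded and loses fluorescence; 0% = median of neutral control wells and 100% = median of NaSCN control wells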
Numbers without * were called inactive; ? = inconclusive; . = not tested or not shown. An unsorted share of the library; overall some 1.9% were active at least once.

#	compound	CAL PDZ FP	Wnt act	DAGLB inhibitor	Rtt109 HAT inh	Ecoli viability	AddAB inh	phage Ecoli inh	PfHsp90 yeast 2	PvdQ inh	Tat export inh
1	COc1ccc(Cl)cc1C(=O)NNC(=O)c1cc2ccccc2o1	-0.2	3	0	4	-3.5	-4.2	-1.4	.	-16	-3
2	CCOc1cnc(-c2ccc(OC)cc2)o1	1.7	.	-2	-1	1.4	3.1	0.8	3	-2	-13
3	Cc1cc(Cl)nc(Cl)c1C(=O)NCc1ccc(Cl)cc1	-4.7	3	-11	2	3.1	1.9	1.4	13	-8	7
4	Cc1nn(CCC(=O)Nc2cccc(C#N)c2)c(C)c1S(=O)(=O)N1CCCCC1	-1.1	2	1	2	-1.9	2.0	0.4	-2	-6	-4
5	CCOc1cccc(CN2CCC(Oc3ccc(C(=O)NCc4ccccn4)cc3)CC2)c1	-0.1	-2	-3	0	-1.8	-0.2	3.8	16	-4	-2
6	Cc1cc(C)c(C#N)c(OCC(=O)c2ccccc2)n1	-2.1	0	-3	-15	-1.5	0.0	0.0	-9	-12	-2
7	Cc1ccc(-n2nc3ccc(NC(=O)/C=C/c4ccco4)cc3n2)cc1C	-1.7	.	-3	-4	-2.9	-1.9	3.8	0	0	5
8	Cc1cc(C)c(S(=O)(=O)N2CCCOC2CNC(=O)C(=O)NCc2cccnc2)c(C)c1 (stereo not given)	-2.1	0	1	.	0.4	3.5	6.7	-14	-7	-6
9	CS(=O)(=O)c1cccc(C(=O)Nc2ccc(S(=O)(=O)N3CCCCC3)cc2)c1	-1.8	1	3	7	.	.	3.7	16	-7	6
10	Cc1ccc(C)c(NC(=O)CN(C)C(=O)c2cccc(-n3cccc3)c2)c1	-2.4	1	0	2	-0.5	1.0	3.4	.	-4	1
11	O=C(O)C1C2C=CC(O2)C1C(=O)NCCC1=CCCCC1 (stereo not given)	-2.0	.	1	6	0.0	0.7	.	-26	-10	-4
12	N#Cc1c(C(F)(F)F)cc(-c2ccccc2)nc1SCC(=O)N1CCOCC1	-0.2	-4	-2	3	-1.2	0.5	2.2	-10	8	-4
13	O=C(CNC(=O)c1ccccc1F)NCc1ccccn1	0.5	-3	0	0	0.1	-1.0	0.3	-7	1	3
14	Cc1ccc(NC(=O)CCNS(=O)(=O)c2ccc3[nH]c(=O)oc3c2)cc1N(C)C	-0.7	1	1	1	-3.2	-0.3	1.7	1	-16	-6
15	Cc1ccc(NC(=O)CSc2nccn2Cc2ccco2)cc1	0.3	21	-2	-3	0.2	5.2	1.9	-4	4	0

Additional results
#	compound	CAL PDZ FP	Wnt act	DAGLB inhibitor	Rtt109 HAT inh	Ecoli viability	AddAB inh	phage Ecoli inh	PfHsp90 yeast 2	PvdQ inh	Tat export inh
16	Cc1cccc(NC(=O)c2ccc3ccccc3n2)c1C	-2.4	.	-13	0	-0.1	1.4	3.0	-6	6	6
17	CCCCCSc1nc2c(cnn2-c2ccc(F)cc2)c(=O)[nH]1	-1.8	0	0	-3	0.4	-0.9	3.2	-3	0	2
18	O=c1cc(CO)oc(CN2CCCC2)c1O	-0.3	.	2	8	4.8	3.1	3.5	27	-8	-4
19	CC(C)(C)NC(=O)CCN(/N=C/c1ccc([N+](=O)[O-])o1)C1=NS(=O)(=O)c2ccccc21	0.6	-1	2	6	1.7	1.4	3.3	-12	20	-1
20	O=C(COC(=O)c1ccc(S(=O)(=O)N2CCOCC2)cc1)Nc1ccccc1F	1.5	7	-1	-4	-2.5	-1.6	0.3	21	-8	5
21	C/C=C/c1ccc(OCC(=O)Nc2cc(OC)c(OC)c(OC)c2)c(OC)c1	0.7	-1	1	1	1.5	1.7	2.6	.	-4	8
22	O=C(Nc1cccc(S(=O)(=O)NC2=NCCCCC2)c1)c1cc(-c2ccccc2Cl)nc2ccccc12	-1.4	.	0	7	0.9	1.5	3.2	1	-14	4
23	CC(C)Nc1nc(NC(C)C)nc(C(N)=O)n1	-0.8	-4	0	-4	-0.8	0.2	-2.2	.	2	0
24	COc1ccc2oc(=O)c(C(=O)N3CCCc4ccccc43)cc2c1	-2.2	-1	0	-5	1.9	0.9	1.9	16	1	-1
25	O=C(Cn1nnc(-c2ccc(Cl)cc2)n1)NCC1CCCCC1	-0.3	-1	-6	-2	-1.1	2.8	-0.3	3	-9	-7
26	c1csc(Cc2nn3c(-c4ccncc4)nnc3s2)c1	-1.2	-7	0	5	1.8	1.2	1.0	-3	-11	-18
27	Cc1ccc(S(=O)(=O)N2CCOCC2)cc1C(=O)NCC1CCCCC1	0.0	-3	-1	1	-0.3	0.9	3.5	-9	-8	4
28	Cc1occc1C(=O)Nc1ccc2c(c1)OCCO2	-1.1	-1	1	4	-0.4	-2.9	2.4	-13	-9	-1
29	COc1ccc(NC(=O)COC(=O)Cn2cnc3ccccc32)cc1	-2.1	-2	-1	2	1.4	-0.2	1.3	7	-10	3
30	O=C(NCC(c1ccco1)N1CCCCC1)c1ccc(COc2ccc(Cl)cc2)cc1 (stereo not given)	-1.1	-12	-6	-4	.	.	4.8	16	-13	4

The list goes on; the last six above are carried over.
#	compound	CAL PDZ FP	Wnt act	DAGLB inhibitor	Rtt109 HAT inh	Ecoli viability	AddAB inh	phage Ecoli inh	PfHsp90 yeast 2	PvdQ inh	Tat export inh
25	O=C(Cn1nnc(-c2ccc(Cl)cc2)n1)NCC1CCCCC1	-0.3	-1	-6	-2	-1.1	2.8	-0.3	3	-9	-7
26	c1csc(Cc2nn3c(-c4ccncc4)nnc3s2)c1	-1.2	-7	0	5	1.8	1.2	1.0	-3	-11	-18
27	Cc1ccc(S(=O)(=O)N2CCOCC2)cc1C(=O)NCC1CCCCC1	0.0	-3	-1	1	-0.3	0.9	3.5	-9	-8	4
28	Cc1occc1C(=O)Nc1ccc2c(c1)OCCO2	-1.1	-1	1	4	-0.4	-2.9	2.4	-13	-9	-1
29	COc1ccc(NC(=O)COC(=O)Cn2cnc3ccccc32)cc1	-2.1	-2	-1	2	1.4	-0.2	1.3	7	-10	3
30	O=C(NCC(c1ccco1)N1CCCCC1)c1ccc(COc2ccc(Cl)cc2)cc1 (stereo not given)	-1.1	-12	-6	-4	.	.	4.8	16	-13	4
31	COc1cc(OC)c(OC)cc1/C=N/N(C)c1ccccc1	1.4	.	-4	7	-0.2	-0.7	4.4	-7	-6	-1
32	Cc1cc(C)n(C(=O)CNC(=O)c2cccc(Br)c2)n1	-1.0	0	2	0	-0.3	4.0	2.1	-17	-18	0
33	Nc1ccc(S(=O)(=O)NC(Cc2ccccc2)C(=O)O)cc1 (stereo not given)	-0.6	0	-1	3	-0.6	1.7	3.7	8	-6	11
34	Cc1cccc(NS(=O)(=O)c2ccc(C(=O)NCCCN3CCCC3=O)cc2)c1C	-0.2	-3	0	-4	0.4	2.1	-0.5	2	1	5
35	CCOC(=O)c1c(C)[nH]c(C(=O)COC(=O)Cn2cc(C(F)(F)F)ccc2=O)c1C	-0.6	-4	-2	-6	-1.2	2.3	2.4	24	-16	1
36	Cc1nc2cc(NC(=O)NCCCO)ccc2o1	-0.6	13	0	-5	3.0	2.2	0.0	-12	18	-6
37	CC(C)CNC(=S)N1CCN(c2nc(-c3ccc(Cl)cc3)cs2)CC1	10	-4	-6	1	0.3	2.2	3.7	-16	0	1
38	CSc1ccc(Cl)c(C(=O)OCC(=O)N(C)CCC#N)c1	.	-1	2	11	0.5	2.7	2.5	1	-4	-9
39	CC1CCCC(NC(=O)c2ccc3c(=O)n(CC4CCCO4)c(=O)[nH]c3c2)C1C (stereo not given)	-2.4	-3	-4	2	0.6	1.5	1.7	-8	5	-4
40	O=C(Cn1c(=O)n(Cc2ccco2)c(=O)c2c3c(sc21)CCCCC3)c1ccccc1	.	-1	11	-6	-1.9	-1.4	.	.	3	-6
41	CCOC(=O)c1c(C)[nH]c(C(=O)COC(=O)c2c(CC)noc2C)c1C	-2.3	3	-3	-5	.	.	2.7	.	-10	0
42	Cc1occc1C(=O)Nc1cccc2ccccc12	-2.2	?	-2	-7	1.1	-1.5	5.8	2	6	-2
